SUMO1-SIM PPI: modulators of SUMO1 protein-protein interactions, primary screen, biochemical, uHTS; SUMO1 binding to a labelled peptide, TR-FRET, 1 h; Small ubiquitin-related modifier 1 (Homo sapiens), P63165; inhibition, % at 20 µM; hit rate 0.33% among 360,000; in the data active = inhibition above about 37%
Target sequence (P63165 whole entry, looked up): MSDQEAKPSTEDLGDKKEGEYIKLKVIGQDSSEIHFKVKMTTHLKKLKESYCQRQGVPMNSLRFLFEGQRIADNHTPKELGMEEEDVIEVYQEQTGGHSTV
DNMT1 block: human DNMT1 methyltransferase inhibitors, primary screen, biochemical, molecular beacon, fluorescence, HinP1I cleavage, uHTS; inhibition (reported as % activation of signal), % at 10 µM; DNA (cytosine-5)-methyltransferase 1 (Homo sapiens), P26358; hit rate 0.83% among 360,000; in the data active = inhibition above about 50%
NadD inh: inhibitors of S. aureus NadD, primary screen, biochemical, colorimetric, uHTS; inhibition, % at 20 µM; Nicotinate-nucleotide adenylyltransferase NadD (Staphylococcus aureus N315); hit rate 0.78% among 360,000; purified NadD enzyme, colorimetric absorbance read-out; in the data active = inhibition above about 26%; note: some compounds past the cut are filed as inactive
Rin1 Abl inh: inhibitors of Rin1-Abl protein binding, primary screen, biochemical, TR-FRET; hit rate 0.4% among 360,000; AID 588664, 2011; Tyrosine-protein kinase ABL1 (Homo sapiens) + Ras and Rab interactor 1 (Homo sapiens), …; inhibition, % at 7.35 µM; in the data active = inhibition above about 5%, passing the limit was not always enough
Rpn11 block: Rpn11 (PSMD14) deubiquitinase inhibitors, primary screen, biochemical, fluorescence polarization, uHTS; 26S proteasome non-ATPase regulatory subunit 14 (Homo sapiens), O00487; hit rate 0.59% among 360,000; human 26S proteasome, Ub4-pepOG fluorescence polarization; 20S core pre-blocked with epoxomicin; AID 588493, 2011; calls only at 20 µM;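 active = inhibition at 20 µM, scaled to each plate's controls, above about 33%, limit read from the data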
Neddylation inh: inhibitors of cullin neddylation, primary screen, biochemical, TR-FRET, uHTS, NAE and Ubc12. NEDD8-conjugating enzyme Ubc12 (Homo sapiens) + NEDD8-activating enzyme E1 regulatory …. calls only at 25 µM. hit rate 0.58% among 360,000; in the data active = inhibition above about 36%
STEP block: STEP phosphatase inhibitors, primary screen, biochemical, fluorescence intensity, uHTS; Tyrosine-protein phosphatase non-receptor type 5 (Homo sapiens), P54829; recombinant STEP, OMFP fluorogenic substrate; inhibition, % at 20 µM; hit rate 0.25% among 360,000;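 active = inhibition at 20 µM, scaled per plate between control wells, above about 37%, limit read from the data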;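 note: 0% = DMSO with enzyme and substrate and 100% = substrate only without enzyme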
Target sequence (P54829 whole entry, looked up): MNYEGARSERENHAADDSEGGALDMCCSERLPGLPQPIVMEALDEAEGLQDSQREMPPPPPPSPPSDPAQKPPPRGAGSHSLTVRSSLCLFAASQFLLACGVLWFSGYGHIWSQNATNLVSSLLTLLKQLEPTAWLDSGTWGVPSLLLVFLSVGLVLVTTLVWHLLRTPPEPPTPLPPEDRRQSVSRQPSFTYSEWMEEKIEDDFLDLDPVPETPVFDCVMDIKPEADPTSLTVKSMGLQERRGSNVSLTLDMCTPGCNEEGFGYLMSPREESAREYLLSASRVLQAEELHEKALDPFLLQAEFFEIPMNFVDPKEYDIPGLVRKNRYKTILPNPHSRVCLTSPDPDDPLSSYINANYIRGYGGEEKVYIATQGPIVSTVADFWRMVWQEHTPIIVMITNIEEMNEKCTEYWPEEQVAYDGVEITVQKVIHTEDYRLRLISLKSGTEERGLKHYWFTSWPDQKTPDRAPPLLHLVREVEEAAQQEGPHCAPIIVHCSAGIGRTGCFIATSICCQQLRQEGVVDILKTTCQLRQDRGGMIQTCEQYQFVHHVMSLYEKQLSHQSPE
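medium = Bis-Tris buffer pH 6.0, 2.5 mM DTT, 0.005% Tween 20 | test system = STEP (striatal-enriched tyrosine phosphatase) enzyme, cell-free | measure = normalized % inhibition | compound dosing = 20 µM, 1% DMSO | also added = 25 µM OMFP | schedule = reaction 20 min, ambient temperature | measured by = fluorescence read at 480 nm ex / 540 nm em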
Scp1 inh: Scp-1 phosphatase inhibitors, primary screen, biochemical, colorimetric, uHTS; Carboxy-terminal domain RNA polymerase II polypeptide A small phosphatase 1 (Homo …; Recombinant Scp1, phosphopeptide, malachite green phosphate absorbance; inhibition, % at 20 µM; hit rate 0.88% among 340,000; AID 493091, 2011;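 active = inhibition above about 50% at 20 µM, limit read from the data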;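 note: plate controls were DMSO wells with enzyme for no effect and wells lacking enzyme for full effect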
Target sequence (Q9GZU7 76-261 limits assumed): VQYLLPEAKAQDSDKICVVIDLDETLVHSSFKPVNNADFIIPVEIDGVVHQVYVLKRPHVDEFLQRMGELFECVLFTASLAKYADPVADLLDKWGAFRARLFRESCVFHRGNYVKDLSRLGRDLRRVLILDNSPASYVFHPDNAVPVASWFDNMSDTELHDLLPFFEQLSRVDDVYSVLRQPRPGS
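Test system: SCP-1 phosphatase catalytic domain, residues 76-261; measured by: colorimetric phosphate reagent with accelerator and stabiliser, absorbance at 630 nm; timing: enzyme reaction 45 min at room temperature, colour 5 min, stabilisation 30 min; also added: Phosphorylated 17-residue peptide substrate; compound dosing: one concentration, 20 µM, with 1.0% DMSO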
LMPTP inh: LMPTP phosphatase inhibitors, primary screen, biochemical, fluorescence intensity, uHTS; Low molecular weight phosphotyrosine protein phosphatase (Homo sapiens), P24666; recombinant LMPTP-A, OMFP fluorogenic substrate; inhibition, % at 20 µM; hit rate 0.22% among 360,000; AID 651560, 2012;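 active = compounds that cut the enzyme signal by at least half of the control window in the single-dose screen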;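 note: plate controls were DMSO wells with enzyme plus substrate for no effect and substrate without enzyme for full effect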
Target sequence (P24666 whole entry, looked up): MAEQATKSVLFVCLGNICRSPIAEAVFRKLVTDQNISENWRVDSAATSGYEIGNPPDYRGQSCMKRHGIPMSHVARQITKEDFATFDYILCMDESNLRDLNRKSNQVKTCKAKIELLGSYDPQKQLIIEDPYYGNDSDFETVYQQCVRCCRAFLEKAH
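Test system: LMPTP-A phosphatase enzyme. Amount: LMPTP-A at 0.625 nM final in the reaction. Reagent: OMFP substrate, 400 µM final. Times: 50 min at room temperature. Signal: endpoint fluorescence intensity from OMFP dephosphorylation. Read-out basis: % inhibition. Benchmarks: no-enzyme and uninhibited controls.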
CSN inh: inhibitors of CSN-mediated cullin deneddylation, primary screen, biochemical, fluorescence polarization, uHTS | COP9 signalosome complex subunit 5 (Homo sapiens), Q92905 | Purified CSN, SCF-Nedd8-OG deneddylation | inhibition, % at 12.5 µM | hit rate 0.38% among 360,000 | AID 651999, 2013;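 active = pattern-corrected inhibition above about 35%, with an unprinted fluorescence ratio check between 0.5 and 1.5, limit read from the data, passing the limit was not always enough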;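 note: 0% = enzyme with substrate and 100% = substrate without enzyme; some results filed as inactive read as strong as hits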
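Test system: purified human Csn5 enzyme expressed in HEK293T cells. Amount: 0.24 nM enzyme. Reagent: SCFSkp2-Nedd8OG substrate at 10 nM final. Schedule: 90 min incubation of compound, enzyme and substrate at room temperature. Detection: fluorescence polarization. Read-out: % inhibition of substrate cleavage by Csn5.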
* = called active by the depositor; i = inactive; . = not tested or not shown; + = active, no number.

nr	mol	SUMO1-SIM PPI	DNMT1 block	NadD inh	Rin1 Abl inh	Rpn11 block	Neddylation inh	STEP block	Scp1 inh	LMPTP inh	CSN inh
1	Cc1ccc(/C=C/C(=O)O)cc1S(=O)(=O)Nc1ccccc1C(=O)O	10	7	1	1	i	i	3	14	-0.9	-13
2	CN(C)CCOC(=O)c1ccc(COc2ccccc2Br)o1	13	-1	-8	2	i	i	0	-16	-3.4	3
3	N#Cc1nc(-c2ccc(OCc3ccc(Cl)cc3)cc2)oc1NCc1cccnc1	5	-3	7	3	i	i	1	5	3.3	-1
4	Cc1nc(-c2ccccn2)nc(SCC(=O)c2ccccc2)c1Cl	-1	5	3	-3	i	i	0	-4	0.8	0
5	Cc1cc(C)c(S(=O)(=O)n2c([N+](=O)[O-])cnc2C)c(C)c1	-2	1	4	2	i	i	-4	-2	-2.7	3
6	Cc1ccccc1OCC(=O)NC(Cc1c[nH]c2ccccc12)C(=O)O (configuration not stated)	3	-1	-3	-2	i	i	2	-8	0.6	-5
7	Cc1c(C=O)c2ccccn2c1C(=O)c1cccc([N+](=O)[O-])c1	-20	2	5	-1	i	i	4	-6	-1.7	6
8	O=C(O)c1nc(-c2ccccc2)n(-c2cccc(C(F)(F)F)c2)n1	25	-1	-1	3	i	i	0	0	-0.6	-3
9	CCn1cnc2cc(NC(=O)c3ccc(C)cc3)ccc21	6	0	-7	0	i	i	1	-7	0.4	-5
10	O=C(Nc1nnc(-c2ccc(F)cc2)s1)C1CCN(S(=O)(=O)c2ccc(Cl)cc2)CC1	-5	-2	15	-2	i	i	1	-7	-0.9	5
11	CCN(CC)C(=S)Oc1c(Cl)cccc1Cl	1	7	-10	1	i	i	2	-8	0.0	3
12	CCCC(=O)Nc1nnc(CC(=O)OCC)s1	-3	1	-1	0	i	i	-5	-5	-0.7	-1
13	CN(CC(=O)NCc1ccncc1)S(=O)(=O)c1cc(Cl)ccc1Cl	1	-2	3	-2	i	i	-2	-1	-0.7	3
14	COc1ccc(S(=O)(=O)N2CCN(C(=O)c3cc(C)oc3C)CC2)cc1OC	-1	2	3	-1	i	i	-2	-1	-0.9	-3
15	O=C(O)c1ccc(C=NNC(=O)c2ccccc2NS(=O)(=O)c2cccs2)cc1	4	1	4	0	i	i	2	-2	-1.4	1
16	CSC(C(=O)c1cc2ccccc2o1)c1ccccc1 (configuration not stated)	-10	1	-6	-1	i	i	-2	-11	1.9	-6
17	CCOC(=O)c1ccc(NS(=O)(=O)c2ccc3c(c2)oc(=O)n3C)cc1	9	1	-4	-1	i	i	1	-4	0.6	-4
18	O=C(NC(=C(Cl)Cl)S(=O)(=O)c1ccc(Cl)cc1)c1ccccc1	1	13	-7	-4	i	i	-1	-14	0.7	2
19	CC(=O)NCC(=O)N1CCCC(C(=O)c2ccc3c4c(cccc24)CC3)C1 (configuration not stated)	-16	-2	-4	-3	i	.	0	-4	-2.4	-1
20	Cc1c(NC(=O)C23CC4CC(CC(C)(C4)C2)C3)c(=O)n(-c2ccccc2)n1C	-6	2	5	4	i	i	-5	0	-1.7	3
21	Cc1cc(C)cc(NC(=O)C2CCC(CNC(=O)[C@@H]3Cc4ccccc4CN3)CC2)c1 (some centres not stated)	1	-2	0	-1	i	i	-1	7	-0.5	3
22	COc1cc(NC(=O)CC(C)C)ccc1NC(=O)c1ccco1	2	5	-9	4	i	i	-1	-6	-0.4	-1
23	O=C(CSc1nnc2ccc(-c3cccnc3)nn12)Nc1ccc(F)cc1	-26	0	-1	-6	i	i	-2	1	0.2	11
24	Cc1noc(C)c1COc1cccc(C(=O)N2CCN(C/C=C/c3ccccc3)CC2)c1	0	-1	0	1	i	i	2	-2	0.3	-1
25	Fc1ccc(OCc2cc(-c3ccccc3)no2)cc1	1	8	-15	3	i	i	3	-14	2.3	5
26	O=C(c1cccc(Br)c1)N1CCN(c2ccc(N3CCOCC3)nn2)CC1	-11	2	-2	3	i	+	0	-2	-0.7	-3
27	CC(=O)N1CCN(C(=O)c2ccc(NS(=O)(=O)c3ccc4[nH]c(=O)[nH]c4c3)cc2)CC1	-2	0	-4	0	i	i	-2	-7	-1.6	-8
28	COc1ccccc1C(=O)NCCC(=O)Nc1ccc(OC(F)(F)F)cc1	1	3	-6	2	i	i	-1	-5	2.0	-2
29	Cc1ccc(S(=O)(=O)NCCC(=O)Nc2ccc(Cl)c(Cl)c2)cc1C	-2	-3	-7	-3	i	i	-2	-4	0.0	4
30	O=C(COc1ccc(F)cc1Br)NCCCN1CCCC1=O	3	3	-7	0	i	i	-3	-5	-0.4	-2
31	CCC(CC)C(C(=O)NCc1ccccc1)N1CCN(C(=O)C2CCCO2)CC1 (configuration not stated)	-3	.	.	.	.	i	.	.	-1.0	2
32	C[C@@H]1CN([C@H](C)CO)C(=O)CCCn2cc(nn2)CO[C@H]1CN(C)S(=O)(=O)c1ccccc1	6	6	-1	-1	i	i	-2	.	-1.6	-2
33	O=C(/C=C/c1ccc(Cl)cc1Cl)Nc1cccc(S(=O)(=O)NC2=NCCCCC2)c1	1	-5	0	-4	i	i	-2	-5	0.3	1
34	COc1ccccc1C(C)Nc1ccc(S(=O)(=O)N2CCN(C)CC2)cc1[N+](=O)[O-] (configuration not stated)	-34	-4	-2	-8	i	i	2	-10	-0.3	-2
35	CC(C)CC1NC(=O)N(CC(=O)Nc2ccc3c(c2)OCCO3)C1=O (configuration not stated)	0	-3	-2	-1	i	i	1	-7	-2.0	2
36	O=C(NN1CCCCC1)c1ccc(COc2ccc(Cl)cc2)cc1	-1	3	0	-6	i	i	2	-8	1.2	2
37	CN(C)CCOC(=O)C12CC3(C)CC(C)(CC(C)(C3)C1)C2	-5	-1	0	-1	i	i	-1	10	-0.4	-2
38	Cc1cccc(C(=O)NCC(=O)OCc2nc(N)nc(Nc3ccccc3C)n2)c1	6	-4	-1	2	i	i	2	-5	-1.0	1
39	C[C@H](CO)N1C[C@H](C)[C@@H](CN(C)C(=O)Nc2ccc(C(F)(F)F)cc2)Oc2ccc(NC(=O)NC3CCCCC3)cc2C1=O	2	-15	-6	4	i	i	0	24	-0.7	1
40	CC1(c2ccccc2)NC(=O)N(CC(=O)Nc2ccc(N3CCOCC3)cc2)C1=O (configuration not stated)	-2	1	-4	1	i	i	0	4	0.6	-1
41	CC(C)Sc1nc2c(c(=O)[nH]c(=O)n2C)n1Cc1ccccc1	1	3	-4	-5	i	i	0	4	-0.7	-1
42	CCOC(=O)N1CCN(C(=O)CNC(=O)c2nn(-c3ccc(OC)c(Cl)c3)c(=O)c3ccccc23)CC1	-14	2	-4	-1	i	i	2	-10	0.0	-2
43	O=C(CSc1nccn1-c1ccc(Cl)cc1)NCc1ccc2c(c1)OCO2	4	1	-2	5	i	i	2	-7	-2.3	-1
44	Cc1c(NC(=O)COc2ccc(C(C)C)cc2)c(=O)n(-c2ccccc2)n1C	-1	0	8	1	i	i	0	-7	-0.5	2
45	CN(C)S(=O)(=O)c1cccc(NC(=O)c2ccc(-n3cncn3)c([N+](=O)[O-])c2)c1	-28	0	1	2	i	i	-1	-3	-0.1	-2
46	CSc1cccc(NC(N)=S)c1	-2	2	-6	-2	i	i	-2	23	-2.5	12
47	N#Cc1cn(OCc2ccccc2)c(=O)[nH]c1=O	-4	3	-2	0	i	i	-4	-2	-1.5	-2
48	Cc1c(C(=O)N2CC3(CC(c4cccc(NC(=O)CC(c5ccccc5)c5ccccc5)c4)=NO3)C[C@@H]2C(N)=O)cc([N+](=O)[O-])cc1[N+](=O)[O-] (some centres not stated)	-5	-17	30*	-1	i	i	-3	-6	2.2	6

One compound at a time (already shown).
Results for C[C@H](CO)N1C[C@H](C)[C@@H](CN(C)C(=O)Nc2ccc(C(F)(F)F)cc2)Oc2ccc(NC(=O)NC3CCCCC3)cc2C1=O → SUMO1-SIM PPI: 2; DNMT1 block: -15; NadD inh: -6; Rin1 Abl inh: 4; Rpn11 block: i; Neddylation inh: i; STEP block: 0; Scp1 inh: 24; LMPTP inh: -0.7; CSN inh: 1
Results for CCOC(=O)N1CCN(C(=O)CNC(=O)c2nn(-c3ccc(OC)c(Cl)c3)c(=O)c3ccccc23)CC1 → SUMO1-SIM PPI: -14; DNMT1 block: 2; NadD inh: -4; Rin1 Abl inh: -1; Rpn11 block: i; Neddylation inh: i; STEP block: 2; Scp1 inh: -10; LMPTP inh: 0.0; CSN inh: -2

Next compounds.
nr	mol	SUMO1-SIM PPI	DNMT1 block	NadD inh	Rin1 Abl inh	Rpn11 block	Neddylation inh	STEP block	Scp1 inh	LMPTP inh	CSN inh
49	Cc1nnc(SC(C)C(=O)Nc2sc3c(c2C#N)CCCC3)[nH]c1=O (configuration not stated)	6	0	2	2	i	i	-1	-5	-1.9	0
50	CCNC(=O)CCSc1nc2cc(Cl)ccc2o1	-3	-3	-7	0	i	i	-1	-12	-2.9	11
51	Cc1noc(C)c1CN1C(=O)NC2(CCCCCCC2)C1=O	2	2	3	-2	i	i	0	-5	0.7	4
52	O=C(NCCN1C(=O)S/C(=C\c2ccccc2F)C1=O)C1CCN(S(=O)(=O)c2cccs2)CC1	-22	-7	-1	-2	i	i	1	-9	1.1	0
